Screening results as filed in PubChem.
SR-BI DiI-HDL act: activators of SR-BI mediated DiI-HDL uptake, primary screen, ldlA[mSR-BI] CHO cells, DiI fluorescence | 3 h; 100 = double the neutral-control signal | activation, % at 12.5 µM | 0.096% of 320,000 active;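 active = mean replicate activation of at least 60% and every replicate at or above 60%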;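 also: 0% = median plate neutral-control signal and 100% = twice that signal; values of inactives mirror those of a sister screen read the other way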
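Test system: SR-BI-overexpressing, LDLR-lacking CHO cells. Measured by: DiI fluorescence, bottom read. Medium: Ham's F12 with 0.5% BSA, HEPES 25 mM, pH 7.4. Timing: 3 h uptake period with compound, 37 °C.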
SR-BI DiI inh: inhibitors of SR-BI mediated HDL lipid uptake, primary screen, ldlA[mSR-BI] cells, fluorescence, single point; 0.96% of 320,000 active; Scavenger receptor class B member 1 (Mus musculus), Q61009; inhibition, % at 12.5 µM; ldlA[mSR-BI] CHO cells, DiI-HDL uptake fluorescence, 3 h;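 active = mean replicate inhibition of at least 70% and a set share of replicates each scoring 70 or more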;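 also: 0% = median of neutral control wells and 100% = median of positive control wells; values of inactives mirror those of a sister screen read the other way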
Target sequence (Q61009 whole entry, looked up): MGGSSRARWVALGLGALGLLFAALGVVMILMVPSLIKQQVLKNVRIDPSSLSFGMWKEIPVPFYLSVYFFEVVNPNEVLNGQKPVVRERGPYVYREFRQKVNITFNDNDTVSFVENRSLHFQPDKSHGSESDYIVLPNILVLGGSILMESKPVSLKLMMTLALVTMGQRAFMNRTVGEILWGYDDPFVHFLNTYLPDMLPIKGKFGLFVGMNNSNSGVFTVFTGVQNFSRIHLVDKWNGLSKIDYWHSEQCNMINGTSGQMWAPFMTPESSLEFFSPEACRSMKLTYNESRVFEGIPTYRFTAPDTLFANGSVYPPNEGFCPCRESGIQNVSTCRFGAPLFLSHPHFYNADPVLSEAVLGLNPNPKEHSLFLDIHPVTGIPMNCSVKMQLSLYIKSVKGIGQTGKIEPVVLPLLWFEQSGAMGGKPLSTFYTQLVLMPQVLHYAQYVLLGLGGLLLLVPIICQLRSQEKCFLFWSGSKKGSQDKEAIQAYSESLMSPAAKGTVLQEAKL
CDK5 inh: inhibitors of human CDK5/p35 kinase, primary screen, biochemical, single concentration; Recombinant CDK5/p35, ADP-Glo luminescence, 60 min; 0.01% of 330,000 active; inhibition, % at 10 µM; Cyclin-dependent kinase 5 (Homo sapiens) + Cyclin-dependent kinase 5 activator 1 (Homo …;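 active = highest replicate inhibition of at least 50% and at least 75% of replicates reaching 50%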;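 also: plate controls were DMSO neutral control for no effect and GW8510 at 10 µM for full effect; many of its hits are not listed in these tables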
PKA-R2B activ: activators of PKA-R2B holoenzyme, primary screen, biochemical, fluorescence polarization, Cy5-IP20, human; 0.079% of 340,000 active; cAMP-dependent protein kinase catalytic subunit beta (Homo sapiens) + cAMP-dependent …; activation, % at 11.4 µM; PKA-R2B holoenzyme dissociation; R2B truncated from residue 108, S112A mutant; 0% DMSO only, 100% 113 µM cGMP;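 active = activation above a cutoff set at the mean over all compounds plus 3 SD, cut at about 18% in these data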;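 also: higher means more holoenzyme dissociation and a rise in polarization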
SUMO Mot1 rescue: yeast Mot1-301 growth rescue at high temperature, primary screen, SUMOylation pathway inhibitor project, S. cerevisiae, ATP luminescence, 38.5C | S. cerevisiae Mot1-301 growth rescue; percent above DMSO median, 100 means doubled | growth rescue, % at 18.8 µM | 1% of 320,000 active | AID 2716, 2010;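 active = every valid replicate shows activation above 250% relative to neutral control wells; inactive = the rest, any valid replicate at or below 250%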;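 also: OY570 slx delta 5 strain wells were the positive control but not used for scaling; some compounds called inactive have numbers as strong as hits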
PKA-R1A act: activators of PKA-R1A holoenzyme, primary screen, biochemical, fluorescence polarization, Cy5-IP20, bovine R1A, mouse PKAc; 0.083% of 340,000 active; cAMP-dependent protein kinase type I-alpha regulatory subunit (Bos taurus) + …; activation, % at 11.4 µM; PKA-R1A dissociation; scaled: DMSO 0%, 113 µM cGMP 100%;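 active = percent activation above the mean of all tested compounds plus 3 SD, cut at about 19% in these data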;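 also: higher means more PKAc released from R1A so a rise in polarization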
NSD2 inh: NSD2 histone methyltransferase inhibitors, primary screen, biochemical, AlphaScreen, single concentration, set 2; Histone-lysine N-methyltransferase NSD2 (Homo sapiens), O96028; NSD2 peptide methylation, 120 min; inhibition, % at 12.5 µM; 0.54% of 310,000 active; in the data active = inhibition above about 50%
MITF TRPM1 HTS: activators of MITF-driven TRPM1 promoter reporter, primary screen, cell-based, SK-MEL-5, luciferase, single point; SK-MEL-5 TRPM1-promoter luciferase, 24 h; % of positive control, neutral wells = 0; 0.75% of 300,000 active; activation, % at 12.5 µM;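 active = mean activation of at least 80% with every replicate also reaching 80%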;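 also: 0% = neutral control wells and 100% = parthenolide positive control wells; values of inactives mirror those of a sister screen read the other way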
dFosB activator: activators of delta FosB homodimer, primary screen, biochemical, fluorescence polarization, TAMRA-CDK5 oligo, single point. purified delta FosB; percent of positive-control signal above neutral wells. Protein FosB (Mus musculus), P13346. AID 493131, 2011. 0.99% of 340,000 active. activation, % at 25 µM;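 active = mean activation above about 17%, with every replicate also reaching it, limit read from the data, passing the limit was not always enough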;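 also: fluorescence polarization rise as delta FosB binds a TAMRA Cdk5 AP-1 oligo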
Target sequence (P13346 whole entry, looked up): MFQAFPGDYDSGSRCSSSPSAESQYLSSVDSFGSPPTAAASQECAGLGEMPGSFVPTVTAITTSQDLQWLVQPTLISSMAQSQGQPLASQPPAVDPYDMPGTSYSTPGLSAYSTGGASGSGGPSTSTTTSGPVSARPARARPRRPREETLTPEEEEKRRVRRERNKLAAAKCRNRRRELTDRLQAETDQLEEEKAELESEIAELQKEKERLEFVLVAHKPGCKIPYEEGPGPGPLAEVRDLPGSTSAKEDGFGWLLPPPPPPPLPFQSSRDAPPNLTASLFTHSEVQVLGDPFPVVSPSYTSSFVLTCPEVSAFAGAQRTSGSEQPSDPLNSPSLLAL
Arrestin-AP2 inh: inhibitors of beta-arrestin/AP2 binding, primary screen, biochemical, GPCR trafficking, flow cytometry; FITC-arrestin peptide / GST-AP2 beads; AP2 beta2 appendage carries R879A mutation; 0.31% of 340,000 active; inhibition, % at 10 µM;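 active = inhibition above a set limit, near 3 SD of compounds lacking own fluorescence, cut at about 54% in these data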;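 also: plate controls were DMSO wells for no effect and 5 µM unlabelled arrestin peptide for full effect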
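Test system: GST-tagged AP2 beta2-adaptin appendage (R879A) on 4 µm glutathione beads; also added: fluorescein-tagged arrestin peptide at 50 nM final; timing: 12 min plus 1 h, RT; signal: flow cytometry, FL1 (488/535 nm); read-out: percent drop in bead-associated FITC signal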
DSG3 Ab inh: inhibitors of pemphigus antibody binding to DSG3, primary screen, biochemical, bead-based, flow cytometry, scFv-GFP; Desmoglein-3 (Homo sapiens), P32926; DSG3-coupled beads, scFv-anti-DSG3-GFP binding; active compounds read low; binding (percent of control), % at 10 µM; 0.48% of 310,000 active; AID 588358, 2011;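 active = binding more than 3 SD below its plate's average and above zero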;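 also: hits lower antibody fragment binding to DSG3; some compounds called inactive have numbers as strong as hits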
* = called active by the depositor; x = not tested or not shown.

entry	Structure	SR-BI DiI-HDL act	SR-BI DiI inh	CDK5 inh	PKA-R2B activ	SUMO Mot1 rescue	PKA-R1A act	NSD2 inh	MITF TRPM1 HTS	dFosB activator	Arrestin-AP2 inh	DSG3 Ab inh
1	COc1cc(OC)c2ccc(=O)oc2c1C(CCN1CCCC1)c1ccc2c(c1)OCO2 (configuration not stated)	-8	8	-1.1	-5	9	-15	x	15	8	-1	102
2	CC(=O)N(C(C)=O)c1cccc(N(Cc2ccccc2)Cc2ccccc2)c1	-4	4	-0.1	-6	x	-8	-2	11	-5	3	122
3	Cc1ccc(O)c(/C=N/NC(=O)COc2ccc3c(C)cc(=O)oc3c2)c1	1	-1	0.9	1	-3	3	1	-2	11	-3	105
4	Cc1cccc2cc(CN(Cc3cccnc3)C(=O)c3ccccc3F)c(Cl)nc12	-5	5	-1.3	1	-12	0	x	2	-15	28	99
5	Cc1cccc(NC(=O)CO/N=C/c2ccc3c(c2)OCO3)c1	33	-33	-1.5	0	19	11	0	8	-6	x	107
6	CCn1c(SCC(=O)Nc2ccc(NC(=O)c3cccs3)cc2)nnc1-c1cccnc1	-20	20	0.4	7	-14	3	19	2	-8	-1	105
7	COc1ccc(CCNC(=O)CCOc2cc(C)ccc2C)cc1OC	-25	25	-0.2	-4	16	-3	0	25	-8	-8	120
8	CCCOc1ccc(C2NC(=O)NC2=O)cc1 (configuration not stated)	-3	3	-2.1	-7	-2	1	0	x	-3	6	101
9	CC(C)(C)N(Cc1ccc2c(c1)OCO2)C(=O)/C=C\S(=O)c1ccccc1 (configuration not stated)	-5	5	-0.2	0	x	-6	11	-89	-14	36	x
10	CCN(CC)C(=O)C(Sc1nnnn1-c1ccc(O)cc1)c1ccccc1 (configuration not stated)	-50	50	-1.2	-7	29	5	2	2	-7	-3	102
11	O=c1cnnc(N/N=C/c2ccc3c(c2)OCO3)[nH]1	x	x	1.2	-4	-10	-8	0	-11	1	-3	98
12	COc1ccc(NC(=O)COc2ccc(/C=N/n3c(C)nnc3C)cc2OC)cc1	-54	54	-2.0	-2	-7	-5	-1	27	1	0	111
13	CSc1ccccc1C(=O)Nc1ccc(S(=O)(=O)NC2=NCCCCC2)cc1	25	-25	-1.1	-4	-25	10	0	0	-6	26	99
14	COc1ccc(-c2nc3ccc(C(=O)NCC(OC)OC)cc3nc2-c2ccc(OC)c(OC)c2)cc1OC	-75	75*	-0.1	-8	14	-2	-4	17	-12	-6	92
15	C/C=C/C(=O)OCC(=O)Nc1cccc(Br)c1	9	-9	0.7	2	x	3	x	-8	2	-6	97
16	Cc1cc(/C=C2/SC(=O)N(CC(=O)N3CCOCC3)C2=O)c(C)n1-c1ccccc1F	31	-31	-1.2	7	-1	-11	-1	19	1	26	100
17	COc1ccc(-c2nc3ncnn3cc2C)cc1F	4	-4	0.9	-11	55	-6	13	-3	-4	-11	112
18	CCc1ccc(OCC2c3cc(OC)c(OC)cc3CCN2C(=S)NC)cc1 (configuration not stated)	5	-5	1.2	-4	14	-7	-3	3	-6	-19	111
19	CSCCC(NC(=O)c1ccc(Cl)cc1)C(=O)OCC(=O)N1CCCC1=O (configuration not stated)	-3	3	3.7	-8	-29	-18	0	-4	-2	-17	96
20	CCOc1ccc(CC(=O)N2CCN(c3ccc(N4CCOCC4)nn3)CC2)cc1OCC	3	-3	-0.4	-5	-1	-3	x	1	-7	8	102
21	COc1cccc(N2CCN(Cc3nc(N)nc(Nc4ccccc4OC)n3)CC2)c1	8	-8	1.3	1	-22	-1	6	6	-4	3	x
22	Cc1c(NC(=O)C(C)SC(=S)N2CCCC2)c(=O)n(-c2ccccc2)n1C (configuration not stated)	-7	7	0.8	-1	78	-4	-1	3	7	5	x
23	Cc1cccc(NC(=O)C2CCN(C(=O)c3ccc(Cl)cc3)CC2)n1	-2	2	-0.7	2	8	-5	2	0	-2	2	119
24	COc1cccc(CN2CC(C(=O)N3CCCC3)CCC2=O)c1 (configuration not stated)	2	-2	-3.5	-19	-7	-1	-4	-10	6	0	x
25	CC1(C)CC2CC(C)(CN2C(=O)COC(=O)CNC(=O)c2ccc(Cl)c(Cl)c2)C1 (configuration not stated)	-9	9	x	3	391	-4	0	-2	-6	4	90
26	CC(C)(C)NC(=O)C[C@H]1C[C@H](C(=O)N2CCOCC2)[C@@]2(CCC3CCCC3)c3[nH]c4cc(-c5ccco5)ccc4c3CCN2C1=O	43	-43	5.1	-1	x	1	x	-3	-11	13	100
27	Cc1ccc(NC(=S)N(CCN(C)C)C(C)c2ccco2)cc1C (configuration not stated)	5	-5	-1.4	-2	-19	1	2	-9	-6	0	109
28	CC(=O)c1c(C)[nH]c(C(=O)COC(=O)CCSc2ccccc2)c1C	-5	5	0.3	3	-10	-8	1	-8	-14	13	97
29	COc1cc2c(cc1NC(=O)CN1C(=O)NC3(CCc4ccccc43)C1=O)oc1ccccc12 (configuration not stated)	-27	27	-1.5	-3	-4	-4	-2	-7	-2	10	86
30	COc1cccc(C(=O)Oc2ccc(N3C(=O)CCC3=O)c(C)c2)c1	-1	1	0.9	1	7	-1	-1	-1	-1	2	101
31	Cc1nc2cc(NC(=O)c3ccc(Cl)cc3)ccc2n1C	27	-27	-0.9	-2	-1	-7	2	15	3	-18	96
32	CCn1cc(/C=N/NC(=O)c2ccc(C#N)cc2F)c2ccccc21	7	-7	0.2	-11	-7	3	1	11	1	-2	102
33	Cc1cccc(C(=O)N=C2SC3CS(=O)(=O)CC3N2c2ccccc2)c1 (configuration not stated)	-2	2	-2.0	-1	x	10	0	5	10	-10	74
34	Cc1cc(-c2nnc(SCC(=O)Nc3ccc(Br)cc3F)n2N)n[nH]1	6	-6	1.9	-11	5	4	-2	2	-2	1	90
35	CCOC(=O)c1cc2sccc2n1CC(=O)C(C)(C)C	7	-7	-0.9	2	-2	-1	2	-3	5	3	125
36	CC(=O)Nc1nonc1-c1nc2ccccc2n1Cc1nnc(C)o1	32	-32	1.4	-1	-3	9	2	-1	-7	4	102
37	O=C(C(=O)N1CCc2ccccc2C1)c1c[nH]c2ccccc12	-17	17	-0.2	4	8	-2	2	5	0	12	104
38	CCOc1cnc(-c2c(-c3ccccc3Cl)noc2C)o1	2	-2	-2.4	7	675*	1	0	-5	-8	5	105
39	CCC(=O)Nc1cc2c(cc1C(=O)CC)OCCO2	4	-4	-0.6	1	-2	2	8	-15	4	0	104
40	Cc1ccccc1NS(=O)(=O)c1ccc(C(=O)N2CCC2)cc1	1	-1	1.2	0	0	1	0	-2	0	-6	101
41	CCN(CC)CCCNC(=O)c1nn(-c2ccccc2OC)c(=O)c2ccccc12	26	-26	-3.8	-1	28	-8	x	9	-6	-13	x
42	Cc1cccc(Nc2nc3ccccc3s2)c1C	-5	5	-0.8	-2	25	-8	-2	28	-5	0	80
43	COc1ccccc1C(=O)N1CCN(Cc2cn[nH]c2-c2ccc(F)cc2F)CC1	15	-15	-1.5	3	3	14	0	-7	2	-7	95
44	CC(C)C(NC(=O)c1c(F)cccc1F)C(=O)NCCc1ccc(S(N)(=O)=O)cc1 (configuration not stated)	8	-8	0.4	1	10	-8	-6	6	-5	-4	x
45	NS(=O)(=O)c1ccc(CCNC(=O)CCCn2c(=O)[nH]c3ccc(Br)cc3c2=O)cc1	-4	4	0.8	-15	231	-2	-2	6	-6	-6	104
46	Cc1ccc(-c2nnc(SCC(=O)NNC(=O)COc3cccc(C)c3)n2C)cc1	9	-9	1.5	3	3	-1	-1	-7	-16	0	101
47	O=C(C1CCCCC1)N1CCCC(c2nc3c(nnn3Cc3ccccc3)c(=O)[nH]2)C1 (configuration not stated)	11	-11	0.8	11	1	1	14	-2	-12	4	95
48	CC1CCCN(c2ncnc3c2cnn3-c2ccc(Cl)cc2)C1 (configuration not stated)	10	-10	0.2	6	-1	3	x	-91	-15	9	101
49	COCCCNC(=O)Cn1nc(-c2ccc(C)cc2)ccc1=O	11	-11	2.7	-14	215	-12	-3	-7	-4	-47	107
50	CN(C)c1ccc(-c2nnc(-c3ccccc3F)o2)cc1	19	-19	2.8	-11	1	7	-4	-2	-2	13	108
51	O=C(CSc1nnc(-c2ccco2)n1Cc1ccccc1)c1ccc(F)cc1	-11	11	-0.5	5	7	-5	16	25	-8	5	98
52	Cc1cccc(C(=O)NNC(=O)c2ccccc2)c1	57	-57	0.8	-11	24	-7	-3	2	2	-21	100
53	CC(=O)O[C@]1(C(C)=O)CCC2C3C=C(C)C4=CC(=O)CC[C@]4(C)C3CC[C@@]21C (some centres not stated)	17	-17	-0.9	-4	-3	1	3	-7	-1	12	105
54	Cc1ccc(S(=O)(=O)NN/C(=N/S(=O)(=O)c2ccccc2)c2ccccc2)cc1	26	-26	-6.4	-7	-17	-3	-5	4	-1	-5	112
55	CCN(CC)S(=O)(=O)c1cc(NS(=O)(=O)c2cc(Cl)ccc2Cl)ccc1C	16	-16	0.7	-9	56	-16	0	-1	-8	12	111
56	O=C(O)c1cccc(-n2cnnn2)c1	28	-28	0.5	9	8	-1	-1	5	0	10	x
57	Cc1cc(C)nc(SCC(=O)Nc2ccccc2[N+](=O)[O-])n1	25	-25	1.4	-8	5	-1	2	-17	-7	5	93
